eLon inh: inhibits E. coli Lon protease; 360,000 compounds, 0.42% hits; inhibition, % at 7.94 µM; P0A9M0; purified E. coli Lon protease, fluorescence polarization; in the data active = inhibition above about 13%, passing the limit was not always enough;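 note: 0% = enzyme with probe and DMSO and 100% = no enzyme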
bovine MsrA act: activators of bovine methionine sulfoxide reductase A; 360,000 compounds, 0.3% hits; activation, % at 10.6 µM; purified bovine MsrA, absorbance read-out; AID 602163; in the data active = activation above about 7.5%;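 note: 0% = vehicle and 100% = reference activator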
FAS-TE inh: FAS thioesterase (human) inhibition | P49327 | recombinant FAS-TE, OMFH fluorogenic substrate, fluorescence endpoint | inhibition, % at 15 µM | 360,000 compounds, 0.67% hits;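 active = compounds whose normalised, plate-corrected inhibition of enzyme fluorescence in the single-dose primary screen is 50% or more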;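 note: 0% = DMSO with enzyme and 100% = substrate without enzyme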
MsrA inh: inhibitors of bovine MsrA | purified bovine MsrA, absorbance read-out | inhibition, % at 15.5 µM | 360,000 compounds, 0.75% hits | AID 651718; in the data active = inhibition above about 4.5%;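 note: 0% = vehicle wells with enzyme and 100% = reference inhibitor wells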
MT1-MMP act inh: MT1-MMP (human) activation inhibition; 360,000 compounds, 0.061% hits; P50281; HT1080 RFP-PRO-GFP cells, GFP/RFP ratio fluorescence, overnight; percent of plate control window, DMSO zero; GFP/RFP ratio change, % at 20 µM;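 active = GFP/RFP ratio change of at least 30% with cell ATP level not reduced by more than half and red fluorescence within 50% of control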; note: strong numbers were not always called active
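system = RFP-PRO-GFP reporter HT1080 cells | dosing = 20 µM single dose, 1% DMSO | timing = overnight cell settling, then overnight compound exposure, 37 °C, 5% CO2 | read-out basis = GFP/RFP fluorescence ratio | controls = DMSO and RFP-L50D-GFP cell wells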
NRP1-CendR mod: NRP-1/CendR interaction modulation; O14786; FAM-RPARPAR peptide binding to NRP-1, fluorescence polarization; inhibition, % at 25 µM; 360,000 compounds, 0.85% hits; AID 602438;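 active = inhibition or corrected inhibition above about 18%, plus a signal ratio from 0.5 to 1.5, limit read from the data, passing the limit was not always enough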; note: strong numbers were not always called active
Target sequence (O14786 whole entry, looked up): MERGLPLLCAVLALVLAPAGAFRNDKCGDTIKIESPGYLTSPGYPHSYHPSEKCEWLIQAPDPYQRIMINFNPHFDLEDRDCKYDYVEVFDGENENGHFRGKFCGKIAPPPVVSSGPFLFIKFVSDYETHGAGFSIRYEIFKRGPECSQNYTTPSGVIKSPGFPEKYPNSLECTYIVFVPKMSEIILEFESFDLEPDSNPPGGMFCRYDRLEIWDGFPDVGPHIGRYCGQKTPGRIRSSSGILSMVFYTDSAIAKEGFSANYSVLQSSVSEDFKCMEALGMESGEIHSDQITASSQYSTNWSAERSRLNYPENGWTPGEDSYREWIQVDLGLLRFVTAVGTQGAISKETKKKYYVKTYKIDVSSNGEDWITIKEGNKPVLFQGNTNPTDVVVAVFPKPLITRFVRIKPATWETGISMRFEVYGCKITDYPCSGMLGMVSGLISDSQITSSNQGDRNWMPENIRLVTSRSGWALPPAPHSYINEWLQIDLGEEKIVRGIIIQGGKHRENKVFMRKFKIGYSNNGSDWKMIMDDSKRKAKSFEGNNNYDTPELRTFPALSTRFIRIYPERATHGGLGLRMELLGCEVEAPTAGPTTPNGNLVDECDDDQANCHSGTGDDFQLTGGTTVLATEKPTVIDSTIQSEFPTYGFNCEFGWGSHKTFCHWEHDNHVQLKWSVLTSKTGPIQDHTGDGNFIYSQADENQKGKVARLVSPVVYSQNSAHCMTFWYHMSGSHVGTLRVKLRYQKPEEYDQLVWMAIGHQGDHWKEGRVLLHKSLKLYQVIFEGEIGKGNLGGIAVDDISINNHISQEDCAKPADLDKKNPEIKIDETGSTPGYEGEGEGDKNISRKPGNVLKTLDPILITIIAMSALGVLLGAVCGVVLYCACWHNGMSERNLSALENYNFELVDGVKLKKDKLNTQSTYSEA
SKN-1 inh: blocks SKN-1 activity in C. elegans; C. elegans VP596 Pgst-4::GFP/RFP ratio, acrylamide-induced, 24 h; inhibition, % at 21.8 µM; 360,000 compounds, 0.49% hits; AID 624304;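 active = interference check ratio from 0.5 to 1.5 plus GFP to RFP signal ratio inhibition reaching or exceeding a fixed threshold, cut at about 30% in these data, passing the limit was not always enough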; note: some compounds called inactive have numbers as strong as hits
PABP1 MLLE inh: blocks PAM2 peptide binding to the PABP1 MLLE domain; 360,000 compounds, 0.36% hits; AID 588489; GST-MLLE / FITC-PAM2 fluorescence polarization; P11940; inhibition, % at 20 µM; in the data active = inhibition above about 35%, passing the limit was not always enough;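 note: plate controls were DMSO wells with GST-MLLE for no effect and wells lacking GST-MLLE protein for full effect; some results filed as inactive read as strong as hits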
TbMetRS inhib: blocks T. brucei methionyl-tRNA synthetase activity. purified T. brucei MetRS, ATP depletion, Kinase-Glo luminescence. inhibition, % at 11.9 µM. 360,000 compounds, 0.4% hits;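 active = inhibition above a per-plate cutoff of the control wells' mean inhibition plus 3 SD, cut at about 5.5% in these data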;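 note: 0% = DMSO wells median and 100% = median of wells with control inhibitor compound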
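Measured by: Kinase-Glo luciferase luminescence reporting remaining unconsumed ATP. Material: purified T. brucei MetRS enzyme. Doses: 11.9 µM compound single dose, 0.9% DMSO. Medium: HEPES buffer containing pyrophosphatase, BSA, spermine, DTT. Times: 15 min preincubation, 2 h reaction, all 25 °C. Reagent: methionine, ATP and bulk E. coli tRNA.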
An asterisk follows results filed as active; / = not tested or not shown. No enrichment for hits; overall some 4% were active at least once.

SMILES | eLon inh | bovine MsrA act | FAS-TE inh | MsrA inh | MT1-MMP act inh | NRP1-CendR mod | SKN-1 inh | PABP1 MLLE inh | TbMetRS inhib
Cc1cccc(NC(=O)CN2C(=O)COc3ccc(Cl)cc32)c1 | -13 | -13 | 1 | 1.3 | 5 | 2 | -4 | -3 | 0.7
Cc1ccc(NC(=O)CCn2cnc3ccccc3c2=O)cc1Cl | 3 | -2 | -1 | -0.2 | 3 | 10 | -14 | -3 | -0.2
O=C(C1CC1)N1CCC(Oc2cccc(C(=O)N3CCCCC3CCO)c2)CC1 (stereo not given) | 3 | -4 | -7 | 0.7 | 7 | 12 | 5 | 12 | -0.3
CC(C)c1ccc(NC(=O)C(c2ccccc2)N2CCC3(CC2)OCCO3)cc1 (stereo not given) | 1 | 2 | 13 | 0.7 | -3 | 1 | 11 | -9 | 0.3
COc1ccc(S(=O)(=O)N2CCCC2CNC(=O)C(=O)Nc2cccc(F)c2)cc1 (stereo not given) | -9 | -1 | 9 | -0.3 | -4 | -4 | 7 | 14 | -0.2
Cc1cccc2c(=O)c(C(=O)NCc3ccc(F)cc3)c[nH]c12 | 5 | 0 | 4 | 1.4 | 6 | -4 | 10 | 0 | -0.2
O=c1oc2ccccc2c(Nc2ccccc2)c1[N+](=O)[O-] | -3 | 0 | 0 | 1.6 | 6 | 5 | -3 | 8 | -0.2
Cc1c(C(=O)N2CCN(CCc3ccccn3)CC2)oc2ccc(Cl)cc12 | -4 | -9 | -7 | -0.1 | -5 | 0 | -10 | -2 | -0.7
NC1=NN=C(N2N=C(c3ccccc3)CC2(O)C(F)(F)F)n2ncnc2C1 (stereo not given) | 7 | -3 | -5 | -0.5 | 5 | -6 | 2 | -1 | -0.9
CC(NC(=O)Nc1ccccc1)C(c1ccccc1)N1CCOCC1 (stereo not given) | 1 | -3 | -6 | -0.3 | -5 | -2 | 2 | -6 | -0.1
C/C(=N\Nc1nc(-c2ccc(C)cc2C)cs1)c1cc2ccccc2oc1=O | -21 | -2 | 11 | 1.1 | -1 | 13 | 4 | 9 | 0.3
COc1ccc(C(CNC(=O)c2cccc(S(=O)(=O)Nc3ccccc3Cl)c2)N2CCOCC2)cc1 (stereo not given) | -3 | -2 | 26 | -0.1 | 7 | 4 | -1 | -3 | -0.4
Cc1[nH]c2ccccc2c1C(=O)COC(=O)Cn1c(C(F)(F)F)nc2ccccc21 | -11 | 1 | 5 | -0.5 | 5 | -5 | 2 | -120 | 0.2
CC1CCCCC1NC(=O)CCN1C(=O)C2C3C=CC(C3)C2C1=O (stereo not given) | 6 | -2 | -4 | -0.5 | 2 | 10 | 20 | -3 | -0.2
CSCCC(NC(=O)c1ccc([N+](=O)[O-])cc1Cl)C(=O)OCC(=O)N(C)C (stereo not given) | 7 | -11 | 15 | -0.1 | -7 | 4 | -16 | -2 | -0.8
CCOc1ccccc1OCCOc1cccc(C(F)(F)F)c1 | -6 | -3 | 18 | -0.5 | 12 | 1 | -13 | -3 | -0.9
CCOC(=O)CC1COCCN1Cc1cn[nH]c1-c1ccc2c(c1)OCO2 (stereo not given) | -4 | -3 | -5 | 0.1 | 1 | -7 | -8 | -19 | 0.7
CCC(C)NC(=O)c1cc2cc3ccc(OC)cc3nc2o1 (stereo not given) | -2 | -5 | 9 | 5.0* | 3 | 9 | 15 | -3 | -1.3
CN(C)S(=O)(=O)N1CCC(CO)(Cc2cccc(C(F)(F)F)c2)CC1 | -4 | -2 | -2 | 0.8 | -1 | 13 | 8 | 0 | -0.1
Cc1ccc2nc(-c3ccc(F)cc3)c(Cc3ccccn3)n2c1 | -5 | 1 | -10 | 0.8 | -1 | -11 | 3 | 7 | 0.7
Cc1ccccc1C(=O)N1CCC[C@@H]1C(=O)N1CCC[C@H]1C(=O)NCc1ccncc1 | -1 | -6 | -8 | 1.8 | -4 | -2 | 8 | / | -1.2
C=CCNc1scc(-c2ccccc2)[n+]1CC=C | 1 | -2 | 0 | 0.7 | 1 | -10 | 1 | -3 | -0.5
CCCCN(C(=O)c1c(-c2ccccc2)noc1C)c1c(N)n(CCC)c(=O)[nH]c1=O | -14 | -2 | -3 | -1.3 | 5 | -6 | 1 | 1 | 0.0
COc1ccc(OC)c(Nc2ncnc3c2cnn3-c2cccc(C)c2)c1 | -8 | -4 | 24 | -0.1 | -5 | 1 | 12 | -11 | -1.0
COC(=O)CSc1nc(NC#N)nc(NC(C)C)n1 | 5 | 2 | -4 | / | 3 | 19 | 9 | -4 | 0.6
N#CCCn1cc(C(=O)Nc2cccc(C(=O)O)c2)c(-c2ccc(Cl)cc2)n1 | -9 | -3 | -3 | 1.2 | -4 | 12 | -12 | 4 | -0.5
O=C(N1CCCCCC1)N1CCN(S(=O)(=O)c2ccccc2)CC1 | -5 | -3 | -5 | 1.7 | 3 | -6 | 6 | 6 | -0.4
COc1ccccc1NC(=O)Nc1ncccc1C | -1 | 0 | -2 | -0.5 | -2 | 0 | -19 | 1 | -0.8
CCOC1(OCC)N=C(N)C2(C#N)C(c3cccc(OC)c3OC)C12C#N (stereo not given) | 2 | 2 | -2 | 0.0 | 3 | 1 | -4 | 5 | 0.5
Cc1ccc(CC(=O)Nc2ccc(F)c([N+](=O)[O-])c2)cc1 | -6 | -5 | -11 | 1.2 | 3 | -8 | -5 | 14 | 0.1
Cc1ccc(NC2CCCN(C(=O)CCC3(C)CC3)C2)cc1C (stereo not given) | 3 | 7 | 1 | 0.1 | -1 | 8 | 2 | 1 | -0.2
CCC(=O)c1ccc(OCC(O)CN2C(=O)NC(C)(C)C2=O)cc1 (stereo not given) | -6 | 2 | -1 | -0.3 | -3 | 4 | -9 | -7 | -0.2
C[C@@]12C(=O)N(CCO)CC(=O)N1[C@H](/C=C/c1ccccc1)[C@@H]1C(=O)N(c3ccccc3)C(=O)[C@@H]12 | 5 | -3 | / | 0.0 | / | / | / | / | -0.3
Cc1cccnc1N(C(=O)Nc1ccccc1)C1=NCC(C)(C)S1 | 1 | -6 | 4 | 0.2 | -4 | 2 | 2 | 3 | -0.7
COc1ccccc1NC(=O)Nc1ccc(Cc2ccncc2)cc1 | -11 | 3 | 2 | 0.3 | -4 | 4 | -15 | -6 | -0.3
COc1cc(NS(=O)(=O)c2ccc(OC)c(C)c2C)c(OC)cc1Cl | 2 | 0 | 28 | 0.2 | -5 | -9 | 2 | 4 | -0.2
Cc1cc(=O)oc2cc(OCCSCCN3CCOCC3)ccc12 | -10 | -4 | -8 | 2.3 | 3 | -9 | 8 | 13 | -1.5
CC[C@]12c3[nH]c4cc(-c5ccco5)ccc4c3CCN1C(=O)[C@@H](CC(=O)NCCc1ccccn1)C[C@@H]2C(=O)N1CCN(C(=O)C2CC2)CC1 | -4 | -7 | -4 | 1.4 | -4 | -32 | 8 | -12 | -0.2
CO/N=C/C(=N\Nc1ccccc1)C(=O)c1ccccc1 | 10 | -4 | 24 | -0.8 | -4 | -2 | 5 | 8 | -0.7
COc1ccc(NC(=O)CN2CCOCC2)cc1 | -1 | -1 | -7 | 0.3 | 2 | 11 | 11 | -10 | -0.1
Cc1ccc(S(=O)(=O)Nc2cccc3c2O[C@H](CN(C)C(=O)Nc2cccc4ccccc24)[C@H](C)CN([C@H](C)CO)C3=O)cc1 | 2 | -1 | 2 | -1.8 | -9 | 4 | 15 | 6 | -0.4
CN(C)CCCNC(=O)/C(=N\O)c1ccccc1 | 9 | -8 | -3 | 0.8 | -1 | 1 | 20 | 14 | -0.3
CCN(CC)C(=O)N1CCN(C(=O)N(CC)CC)CC1 | -1 | -3 | -4 | 1.8 | 3 | 2 | -5 | 13 | -0.3
Clc1ccc(C2Nc3cccc4cccc(c34)N2)c(Cl)c1 | 0 | -3 | 40 | 0.4 | 11 | -1 | 23 | 29 | -1.4
CCC(C)(C)C1CCC2(CC1)NC(CO)(CO)CO2 (stereo not given) | 6 | -3 | -7 | -0.3 | -10 | 12 | -21 | -9 | -1.2
Cc1ccccc1S(=O)(=O)N(CC(O)CN1C(=O)NC(C)(C)C1=O)c1ccccc1 (stereo not given) | -1 | -2 | -1 | -0.1 | -1 | 5 | 10 | 0 | -0.2
COc1ccc(CCN2CC(C(=O)O)CC2=O)cc1 (stereo not given) | 4 | -3 | -4 | 0.8 | 5 | -7 | -8 | -12 | 0.0
Nc1c(Cl)cc(-c2cn(CCC(=O)O)c(-c3ccc(Cl)nc3)n2)cc1Cl | -2 | -1 | -9 | 1.3 | 1 | -14 | 3 | 13 | 0.0
CCOC(=O)C1(Cc2ccccc2C)CCCN(C(=O)c2ccc(CSC)o2)C1 (stereo not given) | -10 | -12 | 8 | 0.7 | -4 | 5 | -8 | 9 | -0.7
COC(C(=O)NNC(=O)Cc1ccc(Cl)cc1)c1ccccc1 (stereo not given) | -1 | -3 | -2 | -0.5 | 4 | -5 | 1 | -7 | -0.2
COc1ccc(/C=C/C(=O)OCC(=O)NCCC2=CCCCC2)cc1 | 1 | -2 | 9 | -0.3 | -2 | 2 | -1 | -9 | -0.1
COCCNC(=O)C1(C)CCCN(Cc2ccc(-c3ccccc3)o2)C1 (stereo not given) | -9 | -2 | -4 | -0.8 | -1 | -2 | 3 | -9 | -0.3
O=C(Nc1ccccc1)N1CCCC1c1cccs1 (stereo not given) | 3 | -2 | 0 | -1.0 | -1 | 6 | 11 | 5 | -0.9
O=C(CCCCCNC(=O)N1CCn2c1nc1ccccc12)NCc1ccccc1Cl | 1 | 0 | -3 | -0.8 | 0 | 2 | 30 | 1 | 0.4
O=C(c1cccs1)N1CCN(Cc2cn[nH]c2-c2ccc(F)cc2F)CC1 | -9 | -1 | -5 | -0.5 | -4 | 6 | 14 | 7 | -0.4
COc1cccc(N2CCN(C(=S)Nc3ccccc3)CC2)c1 | -7 | 1 | 0 | 1.4 | 0 | 3 | 2 | -124 | -0.2
COCCn1c(C)cc(C(=O)CSc2nnc(C)s2)c1C | -4 | -3 | -5 | 1.9 | 0 | 10 | -13 | 23 | -1.1
O=C1c2ccccc2C(=O)N1Cc1cnc(N2CCN(c3ccccc3)CC2)s1 | 6 | -6 | 20 | -0.4 | -15 | 0 | 10 | -1 | -0.7
CN1CCN(c2ncnc3c2c(-c2ccccc2)cn3-c2ccc(F)cc2)CC1 | 10 | -1 | 3 | 0.1 | -5 | -10 | 6 | 5 | 0.1
O=C1C=C(Nc2cccc(Cl)c2)CC(c2ccco2)C1 (stereo not given) | -9 | -4 | -4 | 0.8 | -1 | 13 | 6 | 0 | -0.7
Cc1c(Cl)cccc1NC(=O)NCc1ccncc1 | 8 | -2 | -3 | -0.1 | 4 | -9 | 10 | -10 | 0.2
CCN1C(=O)/C(=C2/Sc3ccccc3N2CC)S/C1=N\c1ncn[nH]1 | -241 | -2 | -30 | 0.6 | -27 | 133 | -3 | -46 | -0.2

High-throughput results as filed in PubChem BioAssay.
